# CHRM4 antagonist = CHRM4 antagonism in calcium assay. P08173. CHO-hM4 cells, ACh EC80, Fluo-8 calcium fluorescence. inhibition, % at 3 µM. 360,000 tested, 0.73% active. AID 624125;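 active = inhibition above its plate's cutoff, the mean inhibition of sample wells plus 3 SD, cut at about 27% in these data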;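 note: 0% = acetylcholine EC80 with DMSO and 100% = DMSO without agonist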
# M5 ag = agonists of human muscarinic M5 receptor (CHRM5); CHO-K1 hM5 cells, Fluo-8 calcium fluorescence; 0% DMSO wells, 100% maximal acetylcholine response; 360,000 tested, 0.19% active; P08912; activation, % at 3 µM;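 active = activation above the run's mean over test compounds plus 3 SD, cut at about 23% in these data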;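 note: signal is peak over basal fluorescence ratio across the kinetic read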
# Target sequence (P08912 whole entry, looked up): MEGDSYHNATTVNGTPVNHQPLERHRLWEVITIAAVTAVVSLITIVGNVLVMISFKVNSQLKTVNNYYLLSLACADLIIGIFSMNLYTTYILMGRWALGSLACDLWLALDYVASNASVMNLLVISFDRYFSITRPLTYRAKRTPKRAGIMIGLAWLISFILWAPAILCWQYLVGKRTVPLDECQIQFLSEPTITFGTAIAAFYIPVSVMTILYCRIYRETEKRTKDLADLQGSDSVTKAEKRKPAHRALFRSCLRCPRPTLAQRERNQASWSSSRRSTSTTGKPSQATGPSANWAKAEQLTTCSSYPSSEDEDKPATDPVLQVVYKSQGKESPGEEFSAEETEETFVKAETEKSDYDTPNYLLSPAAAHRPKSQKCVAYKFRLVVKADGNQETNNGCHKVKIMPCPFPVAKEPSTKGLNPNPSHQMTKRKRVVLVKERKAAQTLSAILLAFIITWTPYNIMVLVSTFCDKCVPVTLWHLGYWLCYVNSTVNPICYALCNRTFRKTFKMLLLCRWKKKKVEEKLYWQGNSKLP
# M1 PAM = positive allosteric modulators of human M1 muscarinic receptor; activation, % at 3 µM; 360,000 tested, 0.088% active; AID 588819; CHO-K1 hM1, Fluo-8 calcium fluorescence, ACh EC20; 0% = ACh EC20, 100% = maximal ACh; P11229; in the data active = activation above about 19%, passing the limit was not always enough
# Target sequence (P11229 whole entry, looked up): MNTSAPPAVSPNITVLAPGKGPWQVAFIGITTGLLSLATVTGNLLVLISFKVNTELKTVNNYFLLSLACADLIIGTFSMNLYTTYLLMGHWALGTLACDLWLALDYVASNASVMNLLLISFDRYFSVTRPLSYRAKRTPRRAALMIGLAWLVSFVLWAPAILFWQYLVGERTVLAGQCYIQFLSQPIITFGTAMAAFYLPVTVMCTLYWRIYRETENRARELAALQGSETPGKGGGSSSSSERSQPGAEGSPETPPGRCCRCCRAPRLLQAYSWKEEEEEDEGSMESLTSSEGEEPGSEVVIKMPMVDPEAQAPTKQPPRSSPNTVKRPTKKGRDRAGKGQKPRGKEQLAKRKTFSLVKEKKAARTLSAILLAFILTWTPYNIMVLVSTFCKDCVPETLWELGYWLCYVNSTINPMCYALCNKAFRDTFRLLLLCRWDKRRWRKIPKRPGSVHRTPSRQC
# CHRM4 agonist = agonists of human muscarinic M4 receptor (CHRM4); P08173; CHO-K1 hM4/Gqi5, Fluo-8 calcium fluorescence; vehicle 0%, full acetylcholine response 100%; activation, % at 3 µM; 360,000 tested, 0.14% active; AID 624127;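 active = activation above the run mean over all test wells plus 3 SD, cut at about 32% in these data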;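 note: peak over basal fluorescence ratio per well then scaled between controls; 0% = DMSO wells and 100% = acetylcholine at EC100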
# M1 antag = human CHRM1 antagonism; CHO-K1 hM1, Fluo-8 calcium fluorescence, ACh EC80 antagonist; P11229; inhibition, % at 3 µM; 360,000 tested, 1.3% active;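 active = percent inhibition above its own plate's cutoff, namely the mean of that plate's compound wells plus 3 SD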;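 note: peak over basal fluorescence ratio during 140 s after agonist addition; 0% = ACh EC80 plus DMSO and 100% = DMSO alone without agonist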
# M4 PAM = potentiates acetylcholine response at human M4 receptor; P08173; CHO-K1 hM4/Gqi5, Fluo-8 calcium fluorescence, ACh EC20; 0% = ACh EC20, 100% = maximal ACh; activation, % at 3 µM; 360,000 tested, 0.4% active; AID 624126;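 active = activation above its plate's cutoff, the mean activation of sample wells plus 3 SD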; note: some results filed as inactive read as strong as hits
# CHRM5 antagonist = CHRM5 antagonism in calcium assay. CHO-hM5 cells, Fluo-8 calcium fluorescence, ACh EC80. P08912. inhibition, % at 3 µM. 360,000 tested, 0.59% active;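 active = inhibition above a per-plate cutoff, the mean of that plate's test compounds plus 3 SD, cut at about 27% in these data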;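 note: 0% = acetylcholine EC80 with DMSO and 100% = DMSO without agonist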
# CRFBP-R2 agonist = agonists of human CRF-binding protein/CRF-R2 receptor complex. HEK293 CRF-R2/CRF-BP, calcium dye fluorescence (FLIPR); percent of saturating CRF peptide response. activation, % at 13.2 µM. 350,000 tested, 0.46% active;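 active = activation of at least 50%, plus an integration ratio under a set limit after plate pattern correction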;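 note: plate controls were neutral control wells without compound for no effect and CRF at EC100 for full effect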
# CHRM5 PAM = CHRM5 positive allosteric modulation; P08912; CHO-K1 hM5, Fluo-8 calcium, ACh EC20 PAM; 0% = ACh EC20, 100% = ACh EC100; activation, % at 3 µM; 360,000 tested, 0.3% active;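 active = activation above the run cutoff, the mean activation of all test compounds plus 3 SD, cut at about 18% in these data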
#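 System: CHO-K1 hM5 cells. Reagent: acetylcholine, EC20 level. Compound dosing: single dose, 3 µM nominal final test concentration. Timing: Post-acetylcholine fluorescence recording 140 s. Detection: Fluo-8 calcium fluorescence. Read-out: % activation, ACh-normalized. Benchmarks: ACh EC20 and EC100 wells. Repeats: singlicate, one well per test compound.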
# * = called active by the depositor; . = no result given.
# A first look, two compounds:
Molecule	CHRM4 antagonist	M5 ag	M1 PAM	CHRM4 agonist	M1 antag	M4 PAM	CHRM5 antagonist	CRFBP-R2 agonist	CHRM5 PAM
Nc1ccccc1NC1CCCCC1	21.6	-11.8	-4.5	3.0	14.3	-17.2	20.8	1.4	-8.3
CCc1ccccc1N(C(=O)c1ccco1)C(C(=O)NC1CCCC1)c1cccnc1 (centres undefined)	3.4	0.8	11.1	0.2	-6.9	1.9	9.2	-1.8	2.0

# All compounds of this part, repeating the preview:
Molecule	CHRM4 antagonist	M5 ag	M1 PAM	CHRM4 agonist	M1 antag	M4 PAM	CHRM5 antagonist	CRFBP-R2 agonist	CHRM5 PAM
Nc1ccccc1NC1CCCCC1	21.6	-11.8	-4.5	3.0	14.3	-17.2	20.8	1.4	-8.3
CCc1ccccc1N(C(=O)c1ccco1)C(C(=O)NC1CCCC1)c1cccnc1 (centres undefined)	3.4	0.8	11.1	0.2	-6.9	1.9	9.2	-1.8	2.0
CCCC(c1nnnn1Cc1cccs1)N1CCN(c2ccc(OC)cc2)CC1 (centres undefined)	2.7	-8.4	-5.0	4.7	14.8	-8.8	-0.9	-2.7	-19.8
CCOC(=O)N1CCN(C(=O)c2cn(-c3ccc(C)c(C)c3)c(=O)c3ccccc23)CC1	-7.7	3.1	-7.2	6.4	-0.8	2.9	-4.9	0.0	0.8
C[C@H](CO)N1C[C@H](C)[C@@H](CN(C)Cc2ccc(Cl)c(Cl)c2)Oc2c(NS(=O)(=O)c3ccc(F)cc3)cccc2C1=O	2.9	5.6	2.4	12.2	5.2	-3.0	0.7	-0.7	0.1
CCc1ccc(NC(=O)CSc2nc(=O)n(CCCN3CCOCC3)c3c2CCCC3)cc1	0.1	-2.8	-10.6	-1.2	12.9	-4.0	1.6	-0.8	3.4
CCCCn1c(-c2ccccc2C)nc2cc3[nH]c(=O)c(C(C)C)nc3cc21	9.0	8.1	2.5	4.2	-0.5	-0.3	3.4	0.5	-4.1
CC1(C)CC=CC(COC(=O)c2ccccc2C(=O)O)C1 (centres undefined)	0.9	-2.8	-2.2	0.0	-1.8	-0.8	16.1	-2.8	-17.7
CCCOc1ccc(-c2csc(NC(=O)CN3C(=O)CCC3=O)n2)cc1	5.9	5.9	1.2	1.3	-2.9	-0.3	3.2	-2.7	4.2
CC(=O)c1nc(-c2ccccc2)sc1C	10.6	0.8	-1.2	-0.2	14.1	-5.0	7.2	1.7	0.8
CCCc1cc(C(=O)N2CCC(n3nccc3NC(=O)c3ccc(OC)cc3)CC2)no1	1.2	-2.5	1.6	0.5	-8.5	-1.3	9.6	-4.5	-4.6
Cc1oc(-c2cccc(F)c2)nc1CN1CCCN(C(=O)c2ccco2)CC1	-11.3	-4.3	-3.4	2.4	3.3	2.8	2.7	-0.5	2.0
CCN(C[C@H]1N[C@@](CC)(C(=O)OC)[C@H]2C(=O)N(C)C(=O)[C@@H]12)C(=O)Nc1ccc(Cl)cc1	-25.9	-0.5	9.2	1.6	-12.4	3.8	-7.7	-0.6	0.6
COc1cccc(-n2nc(C(=O)Nc3ccc4c(c3)OCO4)c3ccccc3c2=O)c1	9.2	-3.7	-6.9	-0.2	-11.7	-5.6	-4.0	1.4	2.6
O=C(NCc1cccc(Cl)c1)c1ccc(CS(=O)Cc2ccccc2Cl)o1 (centres undefined)	-10.4	0.4	11.0	14.1	-3.1	-13.8	1.6	0.6	-0.9
CC1CCN(C(=O)C2(NC(=O)Nc3cccc(F)c3)CCCCC2)CC1	-4.6	2.4	12.1	3.9	-4.7	-2.4	-3.2	-1.5	-3.3
O=C(c1ccco1)N1CCCC(N2CCN(c3ccccc3F)CC2)C1 (centres undefined)	-2.8	-1.6	-8.3	1.0	21.6	0.7	18.0	-1.4	-4.9
CCOC(=O)CNC(=O)N1C[C@H]2CON(C)[C@H]2C[C@H]1c1ccccc1Br	12.8	2.1	4.7	0.6	-12.3	-3.5	2.9	-1.0	-0.6
CCN(C(=O)COC(=O)CCOc1ccc(C(C)(C)C)cc1)c1c(N)n(Cc2ccccc2)c(=O)[nH]c1=O	-3.7	1.6	4.8	1.1	5.4	9.9	9.9	2.2	9.4
COc1ccc2oc(C(=O)OCC(=O)Nc3cc(S(=O)(=O)N4CCOCC4)ccc3C)c(C)c2c1	-6.2	-3.2	-2.7	2.7	-4.6	-1.7	7.0	-0.7	-2.6
COC(=O)CCSCc1cn2cc(Cl)ccc2n1	7.6	-0.1	9.1	-0.3	-3.1	3.7	1.2	-2.0	-0.3
O=C(CN(C(=O)CCC(=O)Nc1ccccn1)c1cccc(F)c1)NCc1ccc(F)cc1	-9.9	0.8	6.2	4.1	-8.4	0.5	-3.1	-1.1	2.2
COc1ccccc1S(=O)(=O)Cc1ccc(C(=O)NCc2ccc3c(c2)OCO3)o1	-5.2	1.4	3.8	3.8	-10.3	-1.0	8.0	-3.3	-3.4
CC(NC(=O)c1cccnc1)C(=O)O (centres undefined)	-3.8	-2.5	11.7	2.0	-5.3	7.5	-3.5	-1.6	3.1
C[C@@H]1CN([C@@H](C)CO)S(=O)(=O)c2ccc(-c3ccc(C#N)cc3)cc2O[C@@H]1CN(C)Cc1ccccn1	6.4	0.4	-17.4	17.2	7.3	-12.0	4.9	-1.4	-5.2
C=CCN(C(=O)CNC(=O)c1cccs1)C(C(=O)NC1CCCCC1)c1cccnc1 (centres undefined)	-6.6	-2.0	-5.0	2.2	9.4	2.8	0.3	-0.9	0.5
COc1ccc(CN2CCN(CCCc3ccccc3)C(CCO)C2)cc1OC (centres undefined)	1.3	-5.4	-0.4	0.4	-7.8	-6.9	-7.3	-3.0	12.8
c1ccc(CCNc2ncnc3c2cnn3-c2ccccc2)cc1	-3.8	0.1	-0.5	0.7	10.2	-4.2	13.0	0.4	-8.4
O=[N+]([O-])C(=C1NCCN1)C(Cl)=C(Cl)Cl	-0.6	-1.6	15.2	1.4	-13.0	4.5	-4.8	-0.5	9.7
COc1ccc(C)cc1S(=O)(=O)N(C)CC(=O)Nc1ccc2c(c1)OCCO2	-1.5	5.9	0.6	8.4	-14.9	2.9	-1.2	-0.8	-10.1
Cc1cc(C(=O)OCC(=O)Nc2cccc(S(=O)(=O)N(C)C)c2)c(C)o1	-3.3	3.6	4.9	-0.1	-15.0	6.3	3.2	-1.5	1.4
CC(C)NC(=O)c1ccc2c(=O)n(CC3CCCO3)c(=S)[nH]c2c1 (centres undefined)	-3.7	1.3	7.7	2.6	-1.2	-3.1	6.5	-0.7	1.9
O=C(CC1C(=O)NCCN1Cc1ccccc1)NC1CCCCC1 (centres undefined)	0.1	0.3	-4.1	-0.4	1.9	0.8	5.4	0.0	0.8
CCOc1ccc(/C=C2\SC(=S)N(CCC(=O)Nc3cccc(C(=O)O)c3)C2=O)cc1	-4.7	-3.5	5.5	0.2	-7.5	7.8	-1.5	-0.7	-3.0
O=C(COc1ccc(C(=O)NCCc2ccccc2)cc1)Nc1ccccc1	-12.0	-2.5	-8.3	7.5	9.3	-1.4	-0.3	1.2	-6.3
CC(C)(C)C(=O)CSc1ccc(S(=O)(=O)N2CCN(Cc3ccccc3)CC2)cn1	1.2	1.6	-0.3	3.6	-1.6	0.7	-12.4	-1.3	-2.3
CCCCCCCCN1C(=O)[C@H](CC(=O)N2CCCCC2)C[C@@]2(C(=O)OC)CCCCC=C12	-3.6	-2.0	.	0.4	.	3.6	2.4	.	-2.8
Cc1ccc(C(=O)N/N=C\c2ccc3c(c2)OCO3)cn1	-5.3	-2.6	8.0	-0.5	1.2	-2.0	10.3	0.0	2.1
O=C(Cc1ccsc1)NCC(=O)Nc1ccccc1Br	4.1	-1.2	6.8	1.1	-4.3	0.7	-3.9	-0.1	15.9
CC(C)n1c(NCc2nc3ccccc3n2C)nc2ccccc21	2.8	-5.0	-0.1	0.9	6.4	-1.9	5.0	0.0	-3.1
CCc1noc(C)c1C(=O)OCC(=O)c1ccc(NC(=O)CC(C)C)cc1	-11.1	4.8	2.4	16.1	-1.5	-11.2	10.8	0.5	-12.5
CCOC(=O)C1Nc2ccc(C(=O)O)cc2C2C=CCC12 (centres undefined)	-0.8	-0.2	11.3	1.0	-15.1	0.3	6.7	7.1	-0.4
Cc1ccc2oc(-c3cccc(NC(=O)c4ccccn4)c3)nc2c1	-7.5	0.2	1.6	1.0	-6.1	4.0	4.1	4.7	4.3
COc1cccc(NS(=O)(=O)c2ccc3c(c2)NC(=O)CC(=O)N3)c1	2.8	-1.1	6.5	1.7	-16.9	-2.4	-14.1	1.8	9.1
CC(OC(=O)CN1C(=O)C2C3C=CC(C4CC34)C2C1=O)C(=O)c1ccccc1 (centres undefined)	3.5	0.1	3.2	4.0	-6.1	-8.5	12.9	0.0	-8.2
CC(=O)Nc1ccc(NC(=O)c2cc(=O)c3cc(C)cc(C)c3o2)cc1	-4.1	-0.7	7.4	1.0	-6.8	4.3	2.8	-1.6	4.6
CCOC(=O)C1=C(CSc2nnnn2C)N(C)C(=O)NC1c1ccccc1 (centres undefined)	-5.2	-0.2	-1.0	0.5	-10.8	-5.7	1.6	1.9	-3.6
COc1ccc(S(=O)(=O)N2CCCC2CNC(=O)C(=O)NCc2ccc3c(c2)OCO3)cc1 (centres undefined)	11.9	1.0	7.6	3.5	-8.7	-0.7	6.5	-1.0	0.5
COc1cccc(C2C(C(=O)c3cccs3)=C(O)C(=O)N2CCN(C)C)c1OC (centres undefined)	3.5	-0.5	5.2	0.1	-10.9	2.1	0.2	-2.1	0.4
CC(=O)c1cccc(-n2nnnc2SCC(=O)NNC(=O)C(C)C)c1	9.0	0.9	9.2	1.9	-14.3	-0.4	4.7	0.8	1.5

# Next part:
Molecule	CHRM4 antagonist	M5 ag	M1 PAM	CHRM4 agonist	M1 antag	M4 PAM	CHRM5 antagonist	CRFBP-R2 agonist	CHRM5 PAM
O=c1c2cc(-c3ccccc3)sc2ncn1/N=C/c1ccco1	-0.1	-3.5	6.8	0.9	-2.4	-4.4	-1.6	-0.5	-2.8
Fc1ccc(CN2CCN3CCCC3C2C2CCCCC2)cc1F (centres undefined)	-18.9	-10.0	-15.3	1.5	-12.5	5.4	-3.2	1.2	-13.3
COc1nccnc1NS(=O)(=O)c1ccc(NCc2ccccc2O)cc1	-12.7	2.1	1.3	4.2	6.7	4.0	8.7	-1.2	4.9
COCCN(CCOC)S(=O)(=O)c1ccc(C(=O)Nc2sc3c(c2C(N)=O)CCCCC3)cc1	7.8	-0.8	10.8	0.5	-14.2	-2.0	-2.1	-0.1	0.5
CSc1ccc(CN(C)CC(=O)NCc2ccccc2)cc1	-3.6	-3.3	0.8	-0.4	1.4	1.9	12.4	-1.5	0.2
O=C(O)c1ccn2c(C(=O)c3ccccc3)c(-c3ccccc3)cc2c1	-12.9	1.0	-2.8	1.8	4.1	-13.6	-12.6	-2.0	2.6
O=C(Nc1cccc(C(=O)O)c1)/C(=C\c1ccccc1)NC(=O)c1ccco1	-19.3	0.0	7.9	1.0	-13.2	6.1	-5.5	-1.1	-1.4
Cc1sc2ncnc(N3CCC(C(=O)N(C)CC(=O)Nc4cccc(F)c4)CC3)c2c1C	5.3	2.7	-9.4	21.6	8.4	-3.1	14.6	-2.5	-14.1
